Integrin act MD – activators of alpha7 integrin expression for muscular dystrophy | alpha7betagal myoblasts, beta-gal FDG fluorescence, 48 h | Potency, µM (doses to about 38.3 µM), for inactives: top-dose activation, most hits filed as activators | 350,000 compounds, 0.064% hits | AID 624291;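 note: potency is the fitted concentration of half-maximal effect; 100% = response of the positive control SU9516; nearly all actives have a fitted effect of over 60% in size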
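Alpha7betagal+/- myoblasts (passage 13) were plated 16-24 hr, then exposed to compounds (1:260 dilution of DMSO stock) for 48 hours at 37C. After MPER lysis, β-galactosidase reporter activity was read as FDG fluorescence (ex 480/em 540) after 30 minutes.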
BRCA1 expr act – increases BRCA1 expression. MCF7-BRCA1-FFLuc reporter, luminescence, 48 h; response scale: scaled: vehicle 0%, 10 µM genistein 100%. Potency, µM (doses to about 46.1 µM), for the others: at the top dose activation, actives largely listed as activators. 380,000 compounds, 1.1% hits; note: potency is the fitted concentration of half-maximal effect; nearly all actives have a fitted effect of over 80% in size; some results filed as inactive show a strong effect at the top dose
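Activators of BRCA1 expression were detected as increased firefly luciferase luminescence in engineered MCF7 cells after 48 h compound incubation. Signals were scaled to genistein 10 microM as full activation.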
p53 reactivator – re-activators of mutant p53; H1299 p53-A138V BP100-luciferase reporter, luminescence, 24 h; Potency, µM (top dose mostly 92.2 µM), for inactives: top-dose activity change, positive = activation, usual class: activators; 320,000 compounds, 0.063% hits; AID 504706; note: potency is the fitted concentration of half-maximal effect; % of control where 0% means no effect; nearly all actives have a fitted effect of over 45% in size
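H1299 (p53-null), stable ts p53-A138V + BP100-Luc; 1000 cells/well, Opti-MEM/10% FBS; cpd 4 pt, 1:5; 24 h, 37 deg C, 5% CO2; detection reagent 10 min RT; luminescence.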
B2AR arrestin – recruits beta-arrestin to the human beta2-adrenergic receptor; AID 492947; beta-arrestin recruitment to beta2AR, cell-based reporter; 330,000 compounds, 0.02% hits; Potency, µM (series often up to 46.1 µM), for the others: top-dose activation, most hits filed as activators; P07550;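 note: potency is the fitted concentration of half-maximal effect; 0% = DMSO controls and full agonism = EC100 isoproterenol or metaproterenol; nearly all actives have a fitted effect of over 65% in size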
USP2a inh – blocks human ubiquitin-specific protease USP2a; O75604; AID 463254; Potency, µM (highest dose often 38.3 µM), for the others: at the highest dose activity change, negative = inhibition, usual class: inhibitors; 330,000 compounds, 0.01% hits; USP2 core, Ub-CHOP2 coupled fluorogenic reporter, 485/531;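 note: potency is the fitted concentration of half-maximal effect; plate controls were DMSO wells for no effect and full inhibition by NEM control for full effect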
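Deubiquitinase activity read as fluorescence (485/531 nm) after Ub-CHOP2 cleavage activates the enterokinase reporter on its substrate; USP2 core 10nM, Ub-CHOP2 and substrate 25nM each, 30min compound preincubation then 60min RT; data normalized to NEM, curves fitted.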
TRPV1 ag – activates the human vanilloid receptor TRPV1. TRPV1-expressing cells, Fluo-8 calcium influx, agonist mode. 320,000 compounds, 0.19% hits. activation, % at 8.33 µM; in the data active = activation above about 80%; inconclusive = between about 30% and that limit; note: 0% is about no effect
Target sequence (Q8NER1 whole entry, looked up): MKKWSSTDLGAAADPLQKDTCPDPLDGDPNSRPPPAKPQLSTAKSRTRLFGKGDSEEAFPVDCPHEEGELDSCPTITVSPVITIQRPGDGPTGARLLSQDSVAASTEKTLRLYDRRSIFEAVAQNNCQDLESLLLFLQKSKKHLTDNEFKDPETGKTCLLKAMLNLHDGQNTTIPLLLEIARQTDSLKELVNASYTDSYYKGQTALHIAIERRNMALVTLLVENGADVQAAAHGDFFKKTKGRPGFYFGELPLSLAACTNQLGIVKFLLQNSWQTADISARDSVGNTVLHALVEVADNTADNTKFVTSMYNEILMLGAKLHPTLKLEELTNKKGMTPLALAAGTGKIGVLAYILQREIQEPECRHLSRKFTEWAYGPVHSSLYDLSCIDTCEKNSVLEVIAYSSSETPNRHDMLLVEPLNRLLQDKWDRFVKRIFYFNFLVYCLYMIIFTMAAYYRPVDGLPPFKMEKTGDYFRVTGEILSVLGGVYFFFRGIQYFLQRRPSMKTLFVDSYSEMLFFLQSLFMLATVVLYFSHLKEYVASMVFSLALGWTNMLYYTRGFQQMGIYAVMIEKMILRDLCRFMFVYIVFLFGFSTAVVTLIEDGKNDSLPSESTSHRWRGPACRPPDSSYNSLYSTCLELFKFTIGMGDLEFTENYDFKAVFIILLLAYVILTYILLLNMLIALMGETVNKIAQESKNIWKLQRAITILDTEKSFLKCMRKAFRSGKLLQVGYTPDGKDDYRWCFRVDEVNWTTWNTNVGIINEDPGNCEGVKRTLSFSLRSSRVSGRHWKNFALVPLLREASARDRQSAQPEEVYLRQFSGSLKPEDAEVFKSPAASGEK
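Fluo-8 calcium influx in TRPV1-expressing cells, kinetic read (ex 480/em 520 nm). Compound added and read 3 min for agonist activity, followed by capsaicin at EC20 final and 2 min further read for enhancement.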
uPA generation – inhibitors of cell surface uPA generation; AID 540303; cell surface uPA generation assay, qHTS; Potency, µM (top dose mostly 38.3 µM), for inactives: top-dose activity change, negative = inhibition, usual class: inhibitors; 330,000 compounds, 0.31% hits; active = well fitted inhibition curve with a large enough effect; inconclusive = small, poorly fitted or top-dose-only effect; inactive = no such curve, though single readings can be large or run the other way; tested in mouse RAW 264.7 cells; note: potency is the fitted concentration of half-maximal effect; % is set by controls: 0 for no effect and ±100 for the full control effect; nearly all actives have a fitted effect of over 55% in size
ELG1 genotox – genotoxicity induction in ELG1-luciferase HEK293T cells; HEK293T ELG1-luciferase reporter, luminescence, 16 h; Potency, µM (series often up to 46 µM), for the others: at the top dose activity change, positive = activation, hits mostly activators; 330,000 compounds, 1.3% hits; note: potency is the fitted concentration of half-maximal effect; % of control where 0% means no effect; nearly all actives have a fitted effect of over 60% in size
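Step 1: seed 2,000 HEK293T ELG1-luciferase cells per well. Step 2: add compound or DMSO, incubate 16 hr at 37 °C. Step 3: ONE-Glo, 30 min at room temperature, read luminescence.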
Eya2 phos inh – Eya2 (human) phosphatase inhibition; AID 488837; recombinant Eya2, OMFP fluorescence dephosphorylation (OMFP is methylfluorescein phosphate); 330,000 compounds, 0.006% hits; Potency, µM (highest dose often 76.9 µM), for the others: at the top dose activity, negative = inhibition, usual class: inhibitors; O00167; note: potency is the fitted concentration of half-maximal effect; % is set by controls: 0 for no effect and ±100 for the full control effect
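Eya2 protein (added as 0.2 uM solution) was preincubated with compound for 10 min at ambient temperature in 50 mM HEPES pH 7.5, 50 mM NaCl, 5 uM MgCl2, 0.05% BSA, 1 mM DTT. OMFP (added at 50 uM) then reacted 10 min; fluorescence read at 485/525 nm.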
S-ASM inh – human S-ASM enzyme inhibition; P17405; 340,000 compounds, 0.006% hits; placental ASM, HMU-PC fluorogenic substrate, 60 min; Potency, µM (titrated, usually from 57.5 µM), for inactives: top-dose activity change, negative = inhibition, hits mostly inhibitors; note: potency is the fitted concentration of half-maximal effect
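Steps: dispense placental human ASM, pin compound, wait 10 min at room temperature, add HMU-PC0 substrate at 9 uM final, incubate 60 min at 37 °C, add stop solution raising pH to 10, read fluorescence.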
TSG101-PTAP inh – blocks PTAP/TSG101 interaction to inhibit HIV-1 budding | 340,000 tested, under 10 active | AID 493005 | Fluorescence polarization, FITC-PTAP peptide / Tsg101 binding | Q99816 | Potency, µM (series often up to 115 µM), for inactives: at the top dose activity change, negative = inhibition, actives largely listed as inhibitors; active = well fitted inhibition curve with a large enough effect in the main read-out, with a control signal flat, not every such curve was filed as active; inconclusive = small, poorly fitted or top-dose-only effect, or effect the other way, or a change in a side signal; inactive = no such curve, though single readings can be large or run the other way; note: potency is the fitted concentration of half-maximal effect; % of control where 0% means no effect
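Tsg101 binding domain (10 uM final) was mixed with compound and a FITC-labeled PTAP peptide (50 nM final) in HEPES pH 7.5 buffer with NaCl, Tween 20, EDTA and TCEP; fluorescence polarization was read after 20 min at r.t.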
Active calls of the source: *; [ ] = dose if it differs, or a comment. Unless noted, calls come from the whole dose curve; as a rule, active = well fitted curve in the direction sought with a large enough effect; inconclusive = small, poorly fitted or top-dose-only effect, or another doubt; inactive = no such curve, though single readings can be large; an effect the other way counts as inactive or inconclusive. Outcome played no part in choosing rows. Share with any hit: about 2.6%.

What do the screens show for `CCCC/C=C1\CCc2c([nH]c3ccccc23)C1=O`?
Integrin act MD: inconclusive; BRCA1 expr act: 1.4µM*; p53 reactivator: 2%; B2AR arrestin: 0.6%; USP2a inh: 3%; TRPV1 ag: -2; uPA generation: -3%; ELG1 genotox: 14%; Eya2 phos inh: 2%; S-ASM inh: 15%; TSG101-PTAP inh: -7%

How did COc1ccc2ccc3ccc(OC)c(OC(C)=O)c3c2c1 do in these assays?
Integrin act MD: 8%; BRCA1 expr act: 25%; uPA generation: -2%; S-ASM inh: 4%; TSG101-PTAP inh: 4%

What do the screens show for `CCC(C)c1ccccc1NC(=O)CN1CCN(C/C=C/c2ccccc2)CC1` (stereo not drawn)?
Integrin act MD: -4%; BRCA1 expr act: -10%; p53 reactivator: -1%; B2AR arrestin: 1.0%; USP2a inh: 4%; TRPV1 ag: 6; uPA generation: 1%; ELG1 genotox: -2%; Eya2 phos inh: -7%; S-ASM inh: -3%; TSG101-PTAP inh: -12%

Results for CCOc1cc(/C=N/NC(=O)c2ccc(N(C)S(=O)(=O)c3ccccc3)cc2)ccc1OC ?
Integrin act MD: inconclusive; BRCA1 expr act: -20%; p53 reactivator: -1%; B2AR arrestin: 0.0%; USP2a inh: -7%; TRPV1 ag: 6; uPA generation: -13%; ELG1 genotox: -11%; Eya2 phos inh: 5%; S-ASM inh: -3%; TSG101-PTAP inh: -1%

What do the screens show for `CC(OC(=O)c1n[nH]c2ccccc12)C(=O)NC1CCCCC1C` (stereo not drawn)?
Integrin act MD: 14%; BRCA1 expr act: 78%; p53 reactivator: 3%; B2AR arrestin: 0.1%; USP2a inh: -1%; TRPV1 ag: -3; uPA generation: 11%; ELG1 genotox: -4%; Eya2 phos inh: -11%; S-ASM inh: 0%; TSG101-PTAP inh: 1%

Results for COC(=O)c1ccc(/C=N/Nc2nc(-c3ccc(Cl)cc3Cl)cs2)cc1 ?
p53 reactivator: -4%; B2AR arrestin: -0.1%; USP2a inh: 17%; TRPV1 ag: -2; ELG1 genotox: 2%; Eya2 phos inh: -21%

How did CNC(=O)C(=O)Nc1c(C)cc(C)cc1C do in these assays?
Integrin act MD: -13%; BRCA1 expr act: 71%; p53 reactivator: -5%; B2AR arrestin: -0.7%; USP2a inh: 3%; TRPV1 ag: 1; uPA generation: 1%; ELG1 genotox: -4%; Eya2 phos inh: -2%; S-ASM inh: 3%; TSG101-PTAP inh: -2%

How did O=C(O)c1ccccc1NC(=O)c1ccccc1-c1ccccc1C(=O)O do in these assays?
Integrin act MD: -19%; BRCA1 expr act: -4%; p53 reactivator: 4%; B2AR arrestin: 0.3%; USP2a inh: 0%; TRPV1 ag: 1; uPA generation: 9%; ELG1 genotox: 0%; Eya2 phos inh: 6%; S-ASM inh: 4%; TSG101-PTAP inh: -4%

How did CC(NC(=O)c1ccco1)C(=O)N1CCCCC1 (stereo not drawn) do in these assays?
Integrin act MD: 2%; BRCA1 expr act: 0%; p53 reactivator: 7%; B2AR arrestin: -0.3%; USP2a inh: 0%; TRPV1 ag: -1; uPA generation: 2%; ELG1 genotox: -9%; Eya2 phos inh: -25%; S-ASM inh: 7%; TSG101-PTAP inh: -2%

What do the screens show for `CCCCOC(=O)C1=C(N)N2C(=O)C(C)SC2=C(C(=O)OCC)C1c1ccc(O)c(OC)c1` (stereo not drawn)?
Integrin act MD: 32%; BRCA1 expr act: -7%; p53 reactivator: 0%; B2AR arrestin: -0.5%; USP2a inh: -1%; TRPV1 ag: inconclusive; uPA generation: 2%; ELG1 genotox: 0%; Eya2 phos inh: -22%; S-ASM inh: -9%; TSG101-PTAP inh: -10%

How did Cc1noc(C)c1COC(=O)c1ccccc1Sc1ccccc1C#N do in these assays?
Integrin act MD: -21%; BRCA1 expr act: -55%; p53 reactivator: -4%; B2AR arrestin: -0.8%; USP2a inh: -3%; TRPV1 ag: 17; uPA generation: -4%; ELG1 genotox: 2%; Eya2 phos inh: 0%[15.4 µM]; S-ASM inh: -1%; TSG101-PTAP inh: -5%

What do the screens show for `O=C(Nc1ccccc1F)C1COc2ccccc2O1` (stereo not drawn)?
Integrin act MD: 21%; BRCA1 expr act: -3%; p53 reactivator: 13%; B2AR arrestin: 0.1%; USP2a inh: 2%; TRPV1 ag: 5; uPA generation: 8%; ELG1 genotox: inconclusive; Eya2 phos inh: 12%; S-ASM inh: -9%; TSG101-PTAP inh: -4%

What do the screens show for `COc1ccc(-c2cc3c(=O)n(CC(=O)NCCCN4CCN(Cc5ccccc5)CC4)ncn3n2)cc1`?
Integrin act MD: -29%; BRCA1 expr act: inconclusive; p53 reactivator: inconclusive; B2AR arrestin: -1.0%; USP2a inh: 0%; TRPV1 ag: -2; uPA generation: inconclusive; ELG1 genotox: inconclusive; Eya2 phos inh: 1%; S-ASM inh: -1%; TSG101-PTAP inh: 3%

How did COc1ccc(C(CNC(=O)COc2ccccc2-c2ccccc2)N2CCOCC2)cc1 (stereo not drawn) do in these assays?
Integrin act MD: 10%; BRCA1 expr act: -16%; p53 reactivator: -2%; B2AR arrestin: -0.5%; USP2a inh: -1%; TRPV1 ag: 13; uPA generation: 3%; ELG1 genotox: -8%; Eya2 phos inh: -13%; S-ASM inh: -2%; TSG101-PTAP inh: -1%

How did CCCN(CCC)CCCNC(=O)C1c2cc(OC)c(OC)cc2C(=O)N(C)C1c1cccs1 (stereo not drawn) do in these assays?
Integrin act MD: 13%; BRCA1 expr act: 1%; p53 reactivator: 5%; B2AR arrestin: -0.5%; USP2a inh: -4%; TRPV1 ag: 5; uPA generation: 4%; ELG1 genotox: 4%; Eya2 phos inh: 7%; S-ASM inh: 1%; TSG101-PTAP inh: -7%

What do the screens show for `CC(=O)NCCOc1nc(N(C)C)nc(N(C)C)n1`?
Integrin act MD: 1%; BRCA1 expr act: 0%; p53 reactivator: 5%; B2AR arrestin: -0.2%; USP2a inh: 1%; TRPV1 ag: 1; ELG1 genotox: -1%; Eya2 phos inh: 15%; S-ASM inh: 3%; TSG101-PTAP inh: -2%

Results for Cc1ccc(C(C)NC(=S)NCc2ccc(F)cc2)cc1C (stereo not drawn) ?
Integrin act MD: 0%; BRCA1 expr act: 11%; p53 reactivator: -8%; B2AR arrestin: 0.4%; USP2a inh: 2%; TRPV1 ag: 80*; uPA generation: 5%; ELG1 genotox: -6%; Eya2 phos inh: 1%; S-ASM inh: 0%; TSG101-PTAP inh: 2%

What do the screens show for `Cc1nn(-c2ccccc2)c(C)c1NS(=O)(=O)c1ccccc1`?
Integrin act MD: 6%; BRCA1 expr act: -20%; p53 reactivator: -13%; B2AR arrestin: 0.2%; USP2a inh: 6%; TRPV1 ag: 1; ELG1 genotox: -3%; Eya2 phos inh: -17%; S-ASM inh: -5%; TSG101-PTAP inh: -1%

How did Cc1cccc(NC(=O)CCc2nc3sc4c(c3c(=O)[nH]2)CCCC4)c1 do in these assays?
Integrin act MD: 2%; BRCA1 expr act: -17%; p53 reactivator: 7%; B2AR arrestin: -0.3%; USP2a inh: 1%; TRPV1 ag: 1; uPA generation: 11%; ELG1 genotox: inconclusive; Eya2 phos inh: -28%; S-ASM inh: -2%; TSG101-PTAP inh: 0%

What do the screens show for `O=C(Cc1ccc([N+](=O)[O-])cc1)Nc1ccon1`?
Integrin act MD: -11%; BRCA1 expr act: -1%; p53 reactivator: -19%; B2AR arrestin: 3.7%; USP2a inh: 3%; TRPV1 ag: -1; uPA generation: 1%; ELG1 genotox: 1%; Eya2 phos inh: 8%; S-ASM inh: 2%; TSG101-PTAP inh: -9%

How did COc1ccc(CSc2nnnn2C)cc1[N+](=O)[O-] do in these assays?
Integrin act MD: 8%; BRCA1 expr act: 8%; p53 reactivator: -5%; B2AR arrestin: 0.5%; USP2a inh: 1%; TRPV1 ag: 2; uPA generation: -3%; ELG1 genotox: 5%; Eya2 phos inh: -4%; S-ASM inh: 3%; TSG101-PTAP inh: 0%

What do the screens show for `COc1ccccc1-c1nc(SCC(=O)N2CCOCC2)n[nH]1`?
Integrin act MD: -14%; BRCA1 expr act: -3%; p53 reactivator: 3%; B2AR arrestin: -0.3%; USP2a inh: 0%; TRPV1 ag: 0; uPA generation: -13%; ELG1 genotox: -4%; Eya2 phos inh: 16%; S-ASM inh: 4%; TSG101-PTAP inh: -5%
